Source: PubChem (National Center for Advancing Translational Sciences (NCATS))
TGFb inhibitor: TGF-b pathway inhibition. HepG2 CAGA-GFP TGF-b/SMAD3 reporter, GFP fluorescence, 18 h; TGF-beta stimulated, 500 pg/mL final. Potency, µM (titrated, usually from 46.1 µM), inactives show at the highest dose activity, negative = inhibition, hits mostly inhibitors. actives 1.2% (n = 410,000); further: potency means the concentration at half of the fitted maximal effect; on the % scale 0 is the no-effect control and ±100 the full control effect; nearly all actives have a fitted effect of over 65% in size
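TGF-beta reporter screen: HEPG2 CAGA-GFP, 1% FBS, 500 pg/mL TGF-beta final, 18 h; per-cell GFP summed per well; curves fitted and categorized by class.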
Mm-Cpn inhibitor: inhibitors of Methanococcus maripaludis chaperonin (MmCpn) | purified Mm-Cpn ATPase, ADP Transcreener TR-FRET | Potency, µM (highest dose often 76.9 µM), for inactives: at the top dose activity, negative = inhibition, actives largely listed as inhibitors | actives 0.031% (n = 330,000); further: potency means the concentration at half of the fitted maximal effect; on the % scale 0 is the no-effect control and ±100 the full control effect; nearly all actives have a fitted effect of over 80% in size
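Inhibition of chaperonin ATP hydrolysis is measured as reduced ADP production, detected by competitive TR-FRET in which signal falls with ADP. Final enzyme 25 nM and ATP 10 uM, reacted 30 min at 37°C.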
Nrf2 block: inhibitors of Nrf2 signaling | AID 504444 | Potency, µM (series often up to 46 µM), for inactives: at the top dose activity change, negative = inhibition, usual class: inhibitors | actives 2.1% (n = 360,000) | A549 ARE-Fluc reporter, luciferase luminescence, 18-24 h; further: potency means the concentration at half of the fitted maximal effect; on the % scale 0 is the no-effect control and ±100 the full control effect; nearly all actives have a fitted effect of over 60% in size
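Concentration-response testing used A549 ARE_Fluc cells at 5000 cells/well. Following an 18-24 h compound incubation, viability was read by fluorescence (Ex 405/Em 525) and luciferase output by luminescence.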
EPAC2 antag: antagonists of human EPAC2. actives 0.18% (n = 360,000). Potency, µM (doses to about 114 µM), for inactives: at the highest dose activity, negative = inhibition, most hits filed as inhibitors. EPAC2 GEF exchange of Rap1B-BODIPY-GDP, fluorescence. AID 720708. Q8WZA2; further: potency means the concentration at half of the fitted maximal effect; on the % scale 0 is the no-effect control and ±100 the full control effect; nearly all actives have a fitted effect of over 45% in size; many of its hits are not listed in these tables
Target sequence (Q8WZA2 whole entry, looked up): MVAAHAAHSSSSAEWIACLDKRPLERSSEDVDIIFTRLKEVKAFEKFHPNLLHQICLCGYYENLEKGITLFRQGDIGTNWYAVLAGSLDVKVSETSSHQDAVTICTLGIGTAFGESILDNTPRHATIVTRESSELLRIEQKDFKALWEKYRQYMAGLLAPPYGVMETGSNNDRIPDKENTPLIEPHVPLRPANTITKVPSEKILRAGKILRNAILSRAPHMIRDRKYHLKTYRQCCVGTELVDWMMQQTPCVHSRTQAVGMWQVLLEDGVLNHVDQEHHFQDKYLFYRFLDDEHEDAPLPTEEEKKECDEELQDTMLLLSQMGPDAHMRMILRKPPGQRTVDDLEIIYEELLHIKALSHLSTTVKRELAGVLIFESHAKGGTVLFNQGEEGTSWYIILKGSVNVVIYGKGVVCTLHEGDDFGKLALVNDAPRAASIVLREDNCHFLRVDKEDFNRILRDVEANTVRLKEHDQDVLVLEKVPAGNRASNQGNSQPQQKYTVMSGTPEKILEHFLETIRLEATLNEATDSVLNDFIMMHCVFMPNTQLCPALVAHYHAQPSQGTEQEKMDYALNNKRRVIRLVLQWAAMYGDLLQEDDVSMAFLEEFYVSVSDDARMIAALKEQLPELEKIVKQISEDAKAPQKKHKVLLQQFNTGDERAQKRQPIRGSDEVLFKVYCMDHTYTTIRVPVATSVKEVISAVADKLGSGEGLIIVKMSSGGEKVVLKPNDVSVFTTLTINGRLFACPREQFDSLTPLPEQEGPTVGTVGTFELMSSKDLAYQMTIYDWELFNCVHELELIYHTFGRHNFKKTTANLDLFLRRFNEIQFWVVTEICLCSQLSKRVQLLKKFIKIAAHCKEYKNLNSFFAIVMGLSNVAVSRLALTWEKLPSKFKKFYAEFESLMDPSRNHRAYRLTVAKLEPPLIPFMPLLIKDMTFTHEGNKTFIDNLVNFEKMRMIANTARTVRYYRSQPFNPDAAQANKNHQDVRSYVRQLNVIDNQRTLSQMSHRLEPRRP
CCT chaperon mod: cytosolic chaperonin activity modulation; AID 651819; activity change, % (test concentration not listed), hits read low; purified chaperonin ATPase assay, HTRF ADP detection, 30 min; actives 0.3% (n = 360,000); in the data active means activity change below about -30%; further: on the % scale 0 is the no-effect control and ±100 the full control effect
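ATPase activity: ADP formed was measured by HTRF Transcreener (665/615 nm ratio) after 30 min at 37 deg C with 10 uM ATP. Compounds screened at one 76 uM concentration against 40 or 20 nM TRiC in Tris pH 7.4/KCl/MgCl2/DTT buffer.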
EPAC2 ag: EPAC2 (human) agonism. EPAC2 activation, biochemical qHTS; response scale: 100% = 6.5 mM cAMP response. Potency, µM (doses to about 154 µM), without a hit: at the highest dose activation, hits mostly activators. actives 0.079% (n = 360,000). AID 720711; further: potency means the concentration at half of the fitted maximal effect; nearly all actives have a fitted effect of over 50% in size
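Nucleotide exchange monitored as fluorescence drop when BODIPY-GDP leaves Rap1B. Reaction: 100 nM EPAC2, 250 nM RAP1B-BODIPY-GDP, 50 uM GDP, room temperature, kinetic read over 30 min. Activity expressed relative to 6.5 mM cAMP.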
Nrf2 ARE act: activates Nrf2 signaling; AREc32 ARE-luciferase reporter (MCF7-derived line), luminescence, 24 h; Potency, µM (series often up to 46.1 µM), without a hit: at the top dose activation, hits mostly activators; actives 0.31% (n = 410,000); AID 624171; further: potency means the concentration at half of the fitted maximal effect; % of control where 0% means no effect; nearly all actives have a fitted effect of over 65% in size
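ARE activation measured as luciferase luminescence (Steady-Glo, 30 min RT) in AREc32_Fluc cells after 24 hr compound exposure at 37 deg C, 5% CO2; cells seeded overnight at 1000/well in OPTI-MEM, 5% FBS.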
Akt phos inh: Akt phosphorylation inhibition. Neuro2A IGF-stimulated pAkt S473 HTRF, 20 min; hits give low values. actives 0.32% (n = 360,000). activity change, % for hits at 50 µM; in the data active means activity change below about -80%; inconclusive means mostly about -51% to -80%; further: on the % scale 0 is the no-effect control and ±100 the full control effect
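Neuro2A cells in DMEM with 0.5% FBS, overnight at 37 deg C, given compound at single 50 µM final, then IGF (6 nM final) for 20 min at 37 deg C. Lysed; phospho-Akt Ser473 by HTRF after 24 h, 665/615 ratio.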
A549 tox: kills or reduces viability of A549 cells in Nrf2 counter-screen; A549 ARE-Fluc cells, CellTiter-Fluor viability, 18-24 h; AID 504648; actives 0.16% (n = 390,000); Potency, µM (series often up to 46 µM), inactives show at the top dose activity change, negative = cytotoxicity, actives largely listed as inhibitors; further: potency means the concentration at half of the fitted maximal effect; on the % scale 0 is the no-effect control and ±100 the full control effect
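A549 ARE-Fluc cells in 5% FBS OPTI-MEM, 5000 cells/well, rested 2 h then exposed to compounds in concentration-response for 18-24 h at 37 °C. Viability by CellTiter-Fluor fluorescence (Ex 405/Em 525) after 30 min; luciferase luminescence (BugLite, 15 min, RT) read afterwards.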
Active calls of the source: *; i = inactive; ? = inconclusive; nt = not tested or not shown; & = joins results of further samples; [ ] = another dose, or the depositor's remark. Unless noted, the call rests on the fitted dose curve; in most records, active means well fitted curve in the direction sought with a large enough effect; inconclusive means small, poorly fitted or top-dose-only effect, or another doubt; inactive means no such curve, though single readings can be large; an effect the other way counts as inactive or inconclusive. Some of the compounds tested (hit frequency here may not be typical).

Values in the order – Nrf2 block | Akt phos inh | A549 tox | Nrf2 ARE act | EPAC2 ag | Mm-Cpn inhibitor | EPAC2 antag | CCT chaperon mod | TGFb inhibitor
O=C(O)c1ccc(C(=O)c2cc([N+](=O)[O-])cc([N+](=O)[O-])c2)cc1
    -11% | i | -9% | -0.3% | 6% | nt | -2% | -0.4 | 1%
S=C(NCc1ccc2c(c1)OCO2)NCc1ccc2c(c1)OCO2
    4% | i | 0% | -0.9% | -8% | -1% | 6% | 2.8 | 7%
CCN(c1ccccc1)S(=O)(=O)c1ccc(Cl)c(NC(=O)COC(=O)c2cccc(OC)c2O)c1
    -5% | i | -1% | -0.1% | 4% | -8% | 11% | -2.4 | -2%
O=C1c2ccccc2C(=O)C1c1ccc2ccccc2n1
    ? | i | 2%&-2% | ? | -5% | 0% | 4%[57.1 µM] | -3.1 | 43%&-8%&34%[activator]
Cc1nc(NS(=O)(=O)c2ccccc2)sc1C(=O)NNS(=O)(=O)c1ccccc1
    -1% | i | 0% | -0.2% | 9% | 1% | -3% | 0.5 | 7%
O=[N+]([O-])c1ccc(S(=O)(=O)Nc2nnc(C3CCCCC3)s2)cc1
    ? | i | -13% | -0.2% | 0% | 1% | -11% | -1.4 | -7%
O=C(COC(=O)/C=C/c1cccc([N+](=O)[O-])c1)Nc1cccnc1Cl
    2% | i | -4% | 8.1% | 4% | 1% | 3% | 0.3 | 0%
CCN(CC)CCNC(=O)CCc1c(C)nc2c(c(C)nn2-c2ccc(C)cc2)c1C
    14% | i | 1% | 6.2% | 8% | -2% | 9% | -0.8 | ?
N#Cc1c(N2CCCC2)nsc1-c1ccccc1
    ? | i | 1% | 23% | 17% | -10% | -11% | -2.2 | -4%
COc1cc(S(=O)(=O)Nc2cccc(C)c2)ccc1NC(=O)c1ccncc1
    -25% | i | 1% | 0.0% | 3% | 4% | -3% | 0.2 | -11%
CCn1c(O)c(/C=C2\C=NN=C2c2ccc(C)cc2)sc1=S
    7% | i | 0% | 0.3% | -1% | -4% | 3% | 1.6 | -8%
CCOC(=O)C1=NNC(=O)C1
    ? | i | 0% | -0.6% | -2% | nt | 6% | 0.7 | 15%
Cc1ccc(NC(=O)N2CCN3CCCCC3C2)cc1F (stereo not given)
    ? | nt | 18% | 5.1% | nt | nt | nt | nt | 8%
CCn1ncc(NC(=O)Nc2cccc(C(F)(F)F)c2)c1C(N)=O
    nt | i | -1% | -0.3% | 1% | nt | -5% | -2.6 | 17%
O=C(CN1CCCCCC1)N/N=C/c1ccc(Cl)c(Cl)c1
    13% | i | 2% | 0.4% | 0% | 1% | 6% | 0.3 | 0%
COc1ccc(-c2nc(Cn3c(SCc4cccc(F)c4)nc4ccncc43)c(C)o2)cc1OC
    ? | i | -25% | 7.2% | 7% | -15% | -19% | -0.8 | -42%
Cc1ccc(-c2nc(C#N)c(NCc3ccco3)o2)cc1
    nt | i | 7% | 5.6% | 4% | -3% | 11% | 0.7 | ?
CN(C)CCCNc1oc(-c2ccc(Cl)cc2)nc1S(=O)(=O)c1ccccc1
    5% | i | -1% | 4.9% | -3% | 1% | -6% | 0.3 | ?
O=C(Nc1ccc(Cl)cc1)Nc1nc(-c2ccccc2O)cs1
    ? | i | -17% | 14% | 9% | -4% | 0% | 1.2 | ?
COc1cc(OC)cc(-c2c(C#Cc3ccsc3)c3cc(-c4ccc(OC)nc4)ccc3n2C)c1
    10% | i | 2% | 0.1% | 10% | ? | 9% | -0.4 | -10%
O=C(Nc1ccccc1C(F)(F)F)c1cc(-c2ccco2)on1
    ? | i | 12% | ? | 15% | ? | -2% | -1.9 | -3%
CC(C)CCN1CCC(CN2C(=S)NC[C@@H]2Cc2ccccc2)CC1
    12% | i | -3% | -0.1% | -10% | nt | 11% | 0.8 | -2%
CCN1CCN(S(=O)(=O)c2ccc(Cl)c(C(=O)NC3CCCCC3)c2)CC1
    3% | i | -3% | 0.0% | 3% | -1% | 11% | 0.2 | 9%
O=C1c2ccccc2NC(c2cccc(O)c2)N1O (stereo not given)
    3% | i | 1% | 16% | -2% | 2% | -7% | -0.5 | -18%
CCc1ccc(-n2c(=O)c3c4c(sc3n(CC(=O)N3CCCCC3CC)c2=O)CCC4)cc1 (stereo not given)
    10% | nt | -9% | 0.1% | nt | nt | nt | nt | -11%
CCCCN=C1NN=C(c2cc3ccccc3o2)CS1
    ? | i | -8% | 7.7% | 6% | -2% | -11% | -0.9 | -5%
CC(OC(=O)CNC(=O)c1ccc(Br)cc1)C(=O)NC1CCCCC1C (stereo not given)
    10% | i | 10% | -0.1% | -7% | -1% | -13% | 0.5 | -5%
S=C1NC[C@H](Cc2ccccc2)N1CCc1cccc2ccccc12
    -5% | i | -1% | 0.2% | 7% | 1% | -11% | -2.0 | ?
O=C1c2cnc3nc(SCc4cccc(Cl)c4)nn3c2CC2c3ccccc3CCN12 (stereo not given)
    -11% | i | 0% | 0.2% | 4% | -5% | 1% | -1.9 | -9%
Cc1ccc(S(=O)(=O)N2CCN(C(=O)COC(=O)CSc3ccc(C)c(C)c3)CC2)c(C)c1
    -5% | i | 0% | -0.7% | 1% | -2% | -2% | 1.8 | 7%

Rewritten field by field: part of the list above
COc1ccc(-c2nc(Cn3c(SCc4cccc(F)c4)nc4ccncc43)c(C)o2)cc1OC
- Nrf2 block = ?
- Akt phos inh = i
- A549 tox = -25%
- Nrf2 ARE act = 7.2%
- EPAC2 ag = 7%
- Mm-Cpn inhibitor = -15%
- EPAC2 antag = -19%
- CCT chaperon mod = -0.8
- TGFb inhibitor = -42%

Cc1ccc(-c2nc(C#N)c(NCc3ccco3)o2)cc1
- Nrf2 block = nt
- Akt phos inh = i
- A549 tox = 7%
- Nrf2 ARE act = 5.6%
- EPAC2 ag = 4%
- Mm-Cpn inhibitor = -3%
- EPAC2 antag = 11%
- CCT chaperon mod = 0.7
- TGFb inhibitor = ?

CN(C)CCCNc1oc(-c2ccc(Cl)cc2)nc1S(=O)(=O)c1ccccc1
- Nrf2 block = 5%
- Akt phos inh = i
- A549 tox = -1%
- Nrf2 ARE act = 4.9%
- EPAC2 ag = -3%
- Mm-Cpn inhibitor = 1%
- EPAC2 antag = -6%
- CCT chaperon mod = 0.3
- TGFb inhibitor = ?

O=C(Nc1ccc(Cl)cc1)Nc1nc(-c2ccccc2O)cs1
- Nrf2 block = ?
- Akt phos inh = i
- A549 tox = -17%
- Nrf2 ARE act = 14%
- EPAC2 ag = 9%
- Mm-Cpn inhibitor = -4%
- EPAC2 antag = 0%
- CCT chaperon mod = 1.2
- TGFb inhibitor = ?

(next part)
Values in the order – Nrf2 block | Akt phos inh | A549 tox | Nrf2 ARE act | EPAC2 ag | Mm-Cpn inhibitor | EPAC2 antag | CCT chaperon mod | TGFb inhibitor
O=C(CN1C(=O)c2ccccc2C1=O)Nc1cccc(Cl)c1
    3% | i | 0% | -1.0%[9.22 µM] | 4% | 1% | 0% | -0.9 | -1%
Cc1n[nH]c(=S)n1Cc1ccccc1
    -12% | i | 3% | -0.2% | 3% | 1% | 5% | -4.0 | 8%
Cc1ccc([N+](=O)[O-])cc1S(=O)(=O)N1CCCN(C)CC1
    2% | i | 11% | 0.1% | 7% | 0% | -6% | -0.8 | -1%
CNC(=O)c1cccc(NC(=O)c2cc(-c3ccccc3)nc3c2cnn3C(C)C)c1
    21µM* | i | -20% | -0.1% | 21% | -3% | -16% | 2.0 | ?
CS(=O)(=O)c1ccccc1C(=O)Nc1cc(Cl)ccc1-n1cncn1
    -8% | i | -4% | 0.1% | 1% | -1% | -7% | 1.6 | ?
c1cn2cc(CSC3CCCCC3)nc2s1
    ? | i | -1% | 3.0% | 2% | 3% | 11% | -3.6 | 0%
COc1ccc(Cl)cc1N(C(=O)c1ccco1)C(C(=O)NC1CCCC1)c1ccco1 (stereo not given)
    3% | i | -3% | ? | 10% | -1% | -9% | -1.1 | -5%
S=C(NCCc1c[nH]c2ccccc12)NC1CCCC1
    14% | i | 9% | -0.1% | -2% | 1% | 2% | 1.0 | 9%
O=C(NCCN1CCOCC1)/C(=C\c1ccc(Br)cc1)NC(=O)c1cccs1
    1% | i | -4% | -0.6% | -5% | -1% | 7% | -1.1 | -7%
CCN(CC)c1nc(C)c(C(=S)Nc2cc([N+](=O)[O-])ccc2Cl)s1
    6% | i | -5% | -0.2% | 6% | -5% | 6% | 1.8 | -4%
CCC(C)C(NC(=O)c1ccccc1)C(=O)N1CCN(C(=O)c2ccccc2)CC1 (stereo not given)
    nt | i | nt | -0.6% | 5% | nt | 2% | 0.8 | -5%
CCC(c1nnnn1Cc1ccc(F)cc1)N1CCN(C2CCCCC2)CC1 (stereo not given)
    -1% | i | -15% | -0.1% | 11% | -2% | -11% | -0.8 | 7%
N#CCCN(C(=S)Nc1ccc(Cl)c(Cl)c1)C1CCCCC1
    nt | i | nt | 1.0% | 1% | nt | -21% | 1.3 | -15%
Cc1ccccc1NC(=O)CN1C(=O)N/C(=C\c2ccccc2OCc2ccc(C(=O)O)cc2)C1=O
    -9% | i | 0% | 0.4% | 6% | -1% | -15% | -0.9 | -3%
O=C1CC(c2cc(Br)ccc2F)c2cc3c(cc2N1)CCC3 (stereo not given)
    ? | i | ? | -0.6% | -7% | 0% | 15% | 0.6 | -4%
Cc1onc(-c2c(F)cccc2Cl)c1C(=O)Nc1sc2c(c1C#N)CCC(C(C)(C)C)C2 (stereo not given)
    ? | i | -19% | -0.6% | 10% | -9% | -11% | -2.6 | -21%
CCOC(=O)C1(C)NC(c2ccc(N(C)C)cc2)C2C(=O)N(c3ccc(OC)cc3)C(=O)C21 (stereo not given)
    17% | i | 0% | -0.8% | -1% | -1% | 14% | -0.1 | -2%
